RGS4 act – potentiators or activators of RGS4 | AID 463111 | actives 0.92% (n = 310,000) | B-score at 10 µM | HEK293 M3R/inducible RGS4, carbachol calcium flux Fluo4; stronger effect = lower value;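 active means B-score of the integrated calcium signal more than 4 SD below the library mean, with starting fluorescence not abnormally high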;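 further: negative B-score means reduced calcium response which marks RGS4 activation or potentiation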
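Assay system: Inducible-RGS4 HEK293 cells carrying M3 receptor | Schedule: Compound preincubation 20 min at room temperature before agonist | Signal: Kinetic calcium fluorescence imaging with Fluo4-AM dye, 2 µM | Read-out basis: B score from integrated fluorescence ratio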
RGS4 inh – inhibitors of human RGS4. B-score at 10 µM. HEK293 M3R/RGS4 inducible, Fluo-4 calcium flux; stronger effect = higher value; triggered by carbachol at its EC20. P49798. AID 463165. actives 0.45% (n = 310,000);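 active means B-score, a plate-corrected calcium signal, over three deviations above library mean, with baseline fluorescence within five deviations of library mean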;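 further: RGS4 expression induced by doxycycline in cells with stable M3 receptor; B-score is computed from the integrated fluorescence ratio over baseline after carbachol; higher B-score means a larger calcium signal and so more RGS4 inhibition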
Target sequence (P49798 whole entry, looked up): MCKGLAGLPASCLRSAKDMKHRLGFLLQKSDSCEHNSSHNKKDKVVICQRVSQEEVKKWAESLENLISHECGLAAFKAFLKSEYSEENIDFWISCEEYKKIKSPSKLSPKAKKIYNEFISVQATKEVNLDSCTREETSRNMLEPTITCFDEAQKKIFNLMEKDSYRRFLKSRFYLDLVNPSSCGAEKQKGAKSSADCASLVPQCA
hERG rescue – hERG (human) protection from proarrhythmic block | activation (rescue from dofetilide block), less the hit threshold, % at 10 µM | CHO-hERG, FluxOR thallium flux, dofetilide IC70 present | actives 0.51% (n = 310,000);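 active means activation above the mean of controls blocked by dofetilide plus 5 SD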;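 further: thallium influx through hERG after potassium depolarization seen as dye fluorescence rise; in these data hits start at about 4.7%; inactives centre near -7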
KCNQ1 act – potentiates or activates the human KCNQ1 potassium channel. P51787. CHO-K1 KCNQ1, thallium flux FluxOR fluorescence; stronger effect = higher value. B-score at 10 µM. actives 0.35% (n = 310,000). AID 2648;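 active means fluorescence ratio B-score, a plate-corrected score, at least three library SD, with initial intensity B-score within 5 SD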
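Assay system: CHO-K1 cells stably expressing KCNQ1; Medium: assay buffer with matched DMSO; Also added: K+/Tl+ depolarizing stimulus; Dosing: single dose; Timing: dye 90 min, compound 20 min, room temperature; Measured by: kinetic FluxOR thallium fluorescence, 10-s 1-Hz baseline, 110-s post-stimulus read; Read-out: peak-minus-minimum fluorescence over initial fluorescence, negative-control normalized, B-scored.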
TMEM16A act – activates or potentiates the mouse TMEM16A chloride channel. actives 0.3% (n = 340,000). B-score at 10 µM. Q8BHY3. AID 623877. HEK293 TMEM16A/YFP-H148Q/I152L, iodide quench fluorescence; stronger effect = lower value;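 active means fluorescence-ratio B-score plate-corrected deviation score at least 3 library SD below zero, with starting fluorescence score within 5 deviations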;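 further: channel opened by trigger with iodide after compound preincubation; score built on the fluorescence ratio of max minus min over baseline; more negative score means more quench and so TMEM16A activation or potentiation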
ANO1 block – inhibitors of mouse TMEM16A calcium-activated chloride channel; HEK293 TMEM16A/YFP iodide influx fluorescence, ionomycin; normalized B-score (activity score, 25-100; higher = stronger inhibition) at 10 µM; Q8BHY3; actives 1.2% (n = 310,000); AID 588511;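 active means ratio plate-corrected score three or more library SD toward inhibition, starting fluorescence score within five deviations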;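 further: score derived from kinetic fluorescence span divided by baseline fluorescence per well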
KCNQ1 block – human KCNQ1 channel inhibition; CHO-K1 KCNQ1, FluxOR thallium flux fluorescence; stronger effect = higher value; B-score at 10 µM; actives 1.3% (n = 310,000); AID 2642;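 active means compounds whose thallium flux B-score, printed positive for inhibition, exceeds three library SD while starting fluorescence stays within three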;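 further: channel opened by potassium depolarization with thallium stimulus after 20 min compound exposure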
KCNK3 inh – human KCNK3 channel inhibition, primary screen; O14649; CHO-KCNK3 thallium flux, FluxOR fluorescence; stronger effect = lower value; B-score at 10 µM; actives 0.84% (n = 340,000);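 active means B-score under library mean minus 4 SD, starting fluorescence ratio at most library mean plus 5 SD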;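 further: more negative B-score means stronger inhibition of thallium flux through KCNK3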
KCNK9 block – human KCNK9 channel inhibition; HEK293 KCNK9, FluxOR thallium flux fluorescence; stronger effect = lower value; B-score at 10 µM; actives 1.2% (n = 310,000);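 active means ratio B-score over 3 SD below the library mean, with starting fluorescence within 5 SD of its mean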;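 further: negative B-score means less thallium flux so channel inhibition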
Target sequence (Q9NPC2 whole entry, looked up): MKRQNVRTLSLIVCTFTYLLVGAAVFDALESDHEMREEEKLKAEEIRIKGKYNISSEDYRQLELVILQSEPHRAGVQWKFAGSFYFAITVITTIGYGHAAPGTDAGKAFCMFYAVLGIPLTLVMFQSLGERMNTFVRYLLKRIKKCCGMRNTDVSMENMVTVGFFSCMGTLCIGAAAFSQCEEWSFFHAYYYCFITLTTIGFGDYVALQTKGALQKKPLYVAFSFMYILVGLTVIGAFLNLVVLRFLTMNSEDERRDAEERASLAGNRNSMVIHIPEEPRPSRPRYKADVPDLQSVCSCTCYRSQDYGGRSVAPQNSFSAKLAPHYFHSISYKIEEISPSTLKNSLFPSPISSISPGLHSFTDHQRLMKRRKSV
HDAC3 inh – human HDAC3 inhibition | AID 2718 | actives 0.15% (n = 320,000) | O15379 | recombinant HDAC3, fluorogenic peptide/trypsin coupled, fluorescence | inhibition, % at 8.3 µM; in the data active means inhibition above about 26%, passing the limit was not always enough
Target sequence (O15379 whole entry, looked up): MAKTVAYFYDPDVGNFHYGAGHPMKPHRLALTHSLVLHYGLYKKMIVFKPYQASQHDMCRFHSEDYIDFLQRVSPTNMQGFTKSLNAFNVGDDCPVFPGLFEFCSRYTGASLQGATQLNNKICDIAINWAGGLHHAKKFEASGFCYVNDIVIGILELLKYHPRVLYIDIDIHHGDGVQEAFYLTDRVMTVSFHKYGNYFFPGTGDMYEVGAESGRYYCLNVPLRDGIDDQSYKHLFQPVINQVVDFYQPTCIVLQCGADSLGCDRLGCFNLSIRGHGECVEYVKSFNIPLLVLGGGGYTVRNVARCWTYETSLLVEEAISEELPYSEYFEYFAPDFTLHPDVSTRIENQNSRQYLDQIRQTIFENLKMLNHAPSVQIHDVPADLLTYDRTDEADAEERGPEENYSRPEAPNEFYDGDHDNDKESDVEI
SKKanGAS inh – inhibitors of SKKanGAS S. pyogenes growth in kanamycin (SK-promoter or general growth effect). BacTiter-Glo, 6 h. actives 1.3% (n = 300,000). AID 1662. inhibition, % at 7.5 µM;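 active means mean replicate score, as percent of positive control median, at least 50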;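 further: strain carries kanamycin resistance gene driven by streptokinase promoter and grows in 40 µg/ml kanamycin; loss of luminescence reflects streptokinase promoter inhibition or plain growth inhibition; 0% = median of DMSO wells and 100% = positive control at its reference dose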
* hit, by the source's call.

`Cc1ccccc1NCC(=O)N/N=C/c1c[nH]c2ccccc12` gave RGS4 act inactive, RGS4 inh inactive, hERG rescue -17, KCNQ1 act inactive, TMEM16A act inactive, ANO1 block inactive, KCNQ1 block inactive, KCNK3 inh inactive, KCNK9 block inactive, HDAC3 inh 9 and SKKanGAS inh 4.
For COc1ccc(C(=O)N[C@H](C(=O)NCc2ccc(C)cc2)C(C)C)cc1 the results were RGS4 act inactive, RGS4 inh inactive, hERG rescue -3, KCNQ1 act inactive, TMEM16A act inactive, ANO1 block inactive, KCNQ1 block inactive, KCNK3 inh inactive, KCNK9 block inactive, HDAC3 inh -2 and SKKanGAS inh -3.
`CCN1C(=O)/C(=C2\SC(=S)N(NC(=O)c3cccnc3)C2=O)c2ccccc21` gave RGS4 act inactive, RGS4 inh inactive, hERG rescue -2, KCNQ1 act inactive, TMEM16A act inactive, ANO1 block inactive, KCNQ1 block inactive, KCNK3 inh inactive, KCNK9 block inactive, HDAC3 inh 10 and SKKanGAS inh -3.
NC(=O)CN1CCN(S(=O)(=O)c2ccc(Cl)cc2)CC1 was read as RGS4 act inactive, RGS4 inh inactive, hERG rescue -12, KCNQ1 act inactive, TMEM16A act inactive, ANO1 block inactive, KCNQ1 block inactive, KCNK3 inh inactive, KCNK9 block inactive, HDAC3 inh -1 and SKKanGAS inh 7.
Screening CCOc1c(C)cc(S(=O)(=O)NCc2cccnc2)c(C)c1C returned RGS4 act inactive, RGS4 inh inactive, hERG rescue -6, KCNQ1 act inactive, TMEM16A act inactive, ANO1 block inactive, KCNQ1 block inactive, KCNK3 inh inactive, KCNK9 block inactive, HDAC3 inh -2 and SKKanGAS inh -3.
Screening Cc1ccc(-n2nc3cc(C)c(N)cc3n2)cc1 returned RGS4 act inactive, RGS4 inh inactive, hERG rescue -3, KCNQ1 act inactive, TMEM16A act inactive, ANO1 block inactive, KCNQ1 block inactive, KCNK3 inh inactive, KCNK9 block inactive, HDAC3 inh -70 and SKKanGAS inh -1.
`CCOc1ccc(NC(=O)COC(=O)c2c(OC)cccc2OC)cc1` gave RGS4 act inactive, RGS4 inh inactive, hERG rescue -7, KCNQ1 act inactive, TMEM16A act inactive, ANO1 block inactive, KCNQ1 block inactive, KCNK3 inh inactive, KCNK9 block inactive, HDAC3 inh 14 and SKKanGAS inh -6.
Cc1cccc(N(CC(N)=O)C2SC(=O)NC2=O)c1 (stereo not given) was read as RGS4 act inactive, RGS4 inh inactive, hERG rescue 0, KCNQ1 act inactive, TMEM16A act inactive, ANO1 block inactive, KCNQ1 block inactive, KCNK3 inh inactive, KCNK9 block inactive, HDAC3 inh 7 and SKKanGAS inh -3.
`CCOc1ccc(-c2n[nH]c(=S)c3ccccc23)cc1` gave RGS4 act inactive, RGS4 inh inactive, hERG rescue -3, KCNQ1 act inactive, TMEM16A act inactive, ANO1 block inactive, KCNQ1 block inactive, KCNK3 inh inactive, KCNK9 block inactive, HDAC3 inh -2 and SKKanGAS inh -3.
Screening CCOC(=O)c1c(C)[nH]c(C)c1C(=O)COC(=O)c1ccc(OC)cc1 returned RGS4 act inactive, RGS4 inh inactive, hERG rescue -4, KCNQ1 act inactive, TMEM16A act inactive, ANO1 block inactive, KCNQ1 block inactive, KCNK3 inh inactive, KCNK9 block inactive, HDAC3 inh 3 and SKKanGAS inh 4.
For CCCN(CCC)CCSc1nc(O)c(C(C)C)c(=O)[nH]1 the results were RGS4 act inactive, RGS4 inh inactive, hERG rescue -18, KCNQ1 act inactive, TMEM16A act inactive, ANO1 block inactive, KCNQ1 block inactive, KCNK3 inh inactive, KCNK9 block inactive, HDAC3 inh -4 and SKKanGAS inh -4.
CCOC(=O)c1cnc(SCC(=O)N2CCc3ccccc32)nc1N was read as RGS4 act inactive, RGS4 inh inactive, hERG rescue 1, KCNQ1 act inactive, TMEM16A act inactive, ANO1 block inactive, KCNQ1 block inactive, KCNK3 inh inactive, KCNK9 block inactive, HDAC3 inh -3 and SKKanGAS inh -9.
For O=C(CN(C(=O)c1csnn1)c1ccccc1F)NCc1ccccc1 the results were RGS4 act inactive, RGS4 inh inactive, hERG rescue -3, KCNQ1 act inactive, TMEM16A act inactive, ANO1 block inactive, KCNQ1 block inactive, KCNK3 inh inactive, KCNK9 block inactive, HDAC3 inh -13 and SKKanGAS inh -2.
`CCC1CCCCN1CCCCOc1cccc(Cl)c1` (stereo not given) gave RGS4 act inactive, RGS4 inh inactive, hERG rescue -10, KCNQ1 act inactive, TMEM16A act inactive, ANO1 block inactive, KCNQ1 block inactive, KCNK3 inh inactive, KCNK9 block inactive, HDAC3 inh -1 and SKKanGAS inh 9.
`c1ccc(SSc2ccccn2)nc1` gave RGS4 act inactive, RGS4 inh inactive, hERG rescue 3, KCNQ1 act inactive, TMEM16A act inactive, ANO1 block inactive, KCNQ1 block inactive, KCNK3 inh inactive, KCNK9 block inactive, HDAC3 inh 5 and SKKanGAS inh 0.
Screening CCCOc1ccc(C2C(C(=O)OC)=C(C)N=C3SCCC(=O)N32)cc1OCC (stereo not given) returned RGS4 act inactive, RGS4 inh inactive, hERG rescue -11, KCNQ1 act inactive, TMEM16A act inactive, ANO1 block inactive, KCNQ1 block inactive, KCNK3 inh inactive, KCNK9 block inactive, HDAC3 inh 0 and SKKanGAS inh -1.
Screening CCCCc1nc2cc(C(=O)N3CCN(c4nc(C)cnc4C)CC3)ccc2o1 returned RGS4 act inactive, RGS4 inh inactive, hERG rescue -3, KCNQ1 act inactive, TMEM16A act inactive, ANO1 block inactive, KCNQ1 block inactive, KCNK3 inh inactive, KCNK9 block inactive, HDAC3 inh 3 and SKKanGAS inh -8.
`CCc1c(C)sc(NC(=O)Cn2nc(C(F)(F)F)c3c2CCCC3)c1C#N` gave RGS4 act inactive, RGS4 inh inactive, hERG rescue -11, KCNQ1 act inactive, TMEM16A act inactive, ANO1 block inactive, KCNQ1 block inactive, KCNK3 inh inactive, KCNK9 block inactive, HDAC3 inh 7 and SKKanGAS inh 17.
O=C(CN1CCCC1)NCC(=O)Nc1ccc(F)cc1 was read as RGS4 act inactive, RGS4 inh inactive, hERG rescue -8, KCNQ1 act inactive, TMEM16A act inactive, ANO1 block inactive, KCNQ1 block inactive, KCNK3 inh inactive, KCNK9 block inactive, HDAC3 inh -4 and SKKanGAS inh -2.
For O=C(CN1CCN(C(=O)c2ccco2)CC1)Nc1ccc2c(c1)OCO2 the results were RGS4 act inactive, RGS4 inh inactive, hERG rescue -7, KCNQ1 act inactive, TMEM16A act inactive, ANO1 block inactive, KCNQ1 block inactive, KCNK3 inh inactive, KCNK9 block inactive, HDAC3 inh -1 and SKKanGAS inh -6.
For Cc1cc(SCc2ccc(Cl)cc2Cl)nc(=O)[nH]1 the results were RGS4 act inactive, RGS4 inh inactive, hERG rescue -10, KCNQ1 act inactive, TMEM16A act inactive, ANO1 block inactive, KCNQ1 block inactive, KCNK3 inh inactive, KCNK9 block inactive, HDAC3 inh 5 and SKKanGAS inh -2.
`FC(F)(F)c1ccccc1CNCc1ccncc1` gave RGS4 act inactive, RGS4 inh inactive, hERG rescue -1, KCNQ1 act inactive, TMEM16A act inactive, ANO1 block inactive, KCNQ1 block inactive, KCNK3 inh inactive, KCNK9 block inactive, HDAC3 inh 4 and SKKanGAS inh -2.
`Cc1cc(S(=O)(=O)N2CCOCC2)ccc1OCC(=O)Nc1ccccc1F` gave RGS4 act inactive, RGS4 inh inactive, hERG rescue -11, KCNQ1 act inactive, TMEM16A act inactive, ANO1 block inactive, KCNQ1 block inactive, KCNK3 inh inactive, KCNK9 block inactive, HDAC3 inh 0 and SKKanGAS inh 1.
Screening CCO[C@H]1OC(C(=O)N2CCOCC2)=C[C@@H](C2CC2)[C@@H]1CCCO returned RGS4 act inactive, RGS4 inh inactive, hERG rescue -5, KCNQ1 act inactive, TMEM16A act inactive, ANO1 block inactive, KCNQ1 block inactive, KCNK3 inh inactive, KCNK9 block inactive, HDAC3 inh -2 and SKKanGAS inh -3.
CC(=O)Nc1ccc(NC(=O)CS(=O)(=O)Cc2ccccc2)cc1 was read as RGS4 act inactive, RGS4 inh inactive, hERG rescue -6, KCNQ1 act inactive, TMEM16A act inactive, ANO1 block inactive, KCNQ1 block inactive, KCNK3 inh inactive, KCNK9 block inactive and SKKanGAS inh -3.
For CC(=O)N1CC[n+]2c(-c3ccc(Cl)cc3Cl)csc21 the results were RGS4 act inactive, RGS4 inh inactive, hERG rescue -2, KCNQ1 act inactive, TMEM16A act inactive, ANO1 block inactive, KCNQ1 block inactive, KCNK3 inh inactive, KCNK9 block inactive, HDAC3 inh -3 and SKKanGAS inh 5.
`O=c1[nH]cc(N2CCCCCC2)c(=O)[nH]1` gave RGS4 act inactive, RGS4 inh inactive, hERG rescue -7, KCNQ1 act inactive, TMEM16A act inactive, ANO1 block inactive, KCNQ1 block inactive, KCNK3 inh inactive, KCNK9 block inactive, HDAC3 inh -5 and SKKanGAS inh -4.
For O=C(CSc1nnc(-c2cccc(F)c2)o1)N1CCCC1 the results were RGS4 act inactive, RGS4 inh inactive, hERG rescue -14, KCNQ1 act inactive, TMEM16A act inactive, ANO1 block inactive, KCNQ1 block inactive, KCNK3 inh inactive, KCNK9 block inactive, HDAC3 inh -8 and SKKanGAS inh 9.
Screening CCCCC(=O)Nc1cccc(NC(=O)c2cccnc2Cl)c1 returned RGS4 act inactive, RGS4 inh inactive, hERG rescue -8, KCNQ1 act inactive, TMEM16A act inactive, ANO1 block inactive, KCNQ1 block inactive, KCNK3 inh inactive, KCNK9 block inactive, HDAC3 inh 1 and SKKanGAS inh -3.
For CC(C)(C)C1(O)CC(C(F)(F)F)=NN1C(=O)Cc1ccc([N+](=O)[O-])cc1 (stereo not given) the results were RGS4 act inactive, RGS4 inh inactive, hERG rescue -2, KCNQ1 act 12*, TMEM16A act inactive, ANO1 block inactive, KCNQ1 block inactive, KCNK3 inh inactive, KCNK9 block inactive, HDAC3 inh 3 and SKKanGAS inh 0.
